Anthrax LF inh2: Bacillus anthracis LF protease inhibitors, primary screen, biochemical, multiplex microsphere, MLPCN library. Lethal factor (Bacillus anthracis), P15917. multiplex microsphere protease cleavage assay. inhibition, % at 10 µM. actives 0.12% (n = 360,000). AID 588501, 2011; in the data active means inhibition above about 30%; further: plate controls were buffer without enzyme for full effect and enzyme alone for no effect
Target sequence (P15917 whole entry, looked up): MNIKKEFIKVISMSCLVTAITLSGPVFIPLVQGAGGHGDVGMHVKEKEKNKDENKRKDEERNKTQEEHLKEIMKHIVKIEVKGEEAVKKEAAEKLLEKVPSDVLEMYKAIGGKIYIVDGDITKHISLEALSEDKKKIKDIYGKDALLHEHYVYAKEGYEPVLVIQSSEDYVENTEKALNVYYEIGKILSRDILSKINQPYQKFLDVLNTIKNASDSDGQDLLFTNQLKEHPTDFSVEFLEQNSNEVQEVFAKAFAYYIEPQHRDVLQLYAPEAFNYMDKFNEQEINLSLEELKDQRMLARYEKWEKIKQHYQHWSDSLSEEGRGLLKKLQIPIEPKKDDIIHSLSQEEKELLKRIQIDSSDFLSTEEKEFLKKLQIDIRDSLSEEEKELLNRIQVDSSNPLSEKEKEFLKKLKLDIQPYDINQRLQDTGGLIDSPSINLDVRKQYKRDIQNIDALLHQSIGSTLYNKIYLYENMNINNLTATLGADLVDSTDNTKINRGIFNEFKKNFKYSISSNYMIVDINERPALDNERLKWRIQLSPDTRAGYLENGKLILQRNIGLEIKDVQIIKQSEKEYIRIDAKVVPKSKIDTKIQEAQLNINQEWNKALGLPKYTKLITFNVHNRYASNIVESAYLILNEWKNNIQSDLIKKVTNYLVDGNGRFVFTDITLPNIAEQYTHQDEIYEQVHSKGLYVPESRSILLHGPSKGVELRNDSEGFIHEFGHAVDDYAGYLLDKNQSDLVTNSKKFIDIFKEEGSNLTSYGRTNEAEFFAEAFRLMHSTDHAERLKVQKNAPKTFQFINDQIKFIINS
PriA SSB inh: inhibitors of Klebsiella pneumoniae PriA binding to SSB C-terminal tail, primary screen, biochemical, AlphaScreen; AlphaScreen SSBct-PriA binding, biotinylated peptide; inhibition, % at 33 µM; actives 0.6% (n = 430,000); in the data active means inhibition mostly above about 37%, no sharp cut-off; inactive means mostly below about 20%;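 further: plate controls were negative control peptide for no effect and reference peptide for full effect; strong numbers were not always called active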
PfHsp40 rescue: rescue of yeast from PfHsp40 toxicity, primary screen, S. cerevisiae, ATP luminescence; S. cerevisiae expressing PfHsp40, growth rescue; growth rescue, % at 12.5 µM; actives 0.68% (n = 340,000); AID 504582, 2011; in the data active means growth rescue above about 28%, passing the limit was not always enough;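 further: yeast W303a lacking pdr1 and pdr3 grown in galactose medium; growth measured after three days at 30 °C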
MazEF act: activators of E. coli MazEF toxin-antitoxin RNase, primary screen, biochemical, fluorescence, uHTS; Endoribonuclease toxin MazF (Escherichia coli (strain K12)), P0AE70; FAM/BHQ RNA-DNA oligo cleavage fluorescence, 5 h; activation, % at 20 µM; actives 0.32% (n = 350,000); AID 504720, 2011; in the data active means activation above about 50%
Target sequence (P0AE70 whole entry, looked up): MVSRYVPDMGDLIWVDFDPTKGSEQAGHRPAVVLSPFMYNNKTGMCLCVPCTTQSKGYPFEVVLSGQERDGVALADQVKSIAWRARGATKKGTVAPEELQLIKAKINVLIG
VHR inh abs: VHR1 phosphatase inhibitors, primary screen, biochemical, absorbance, uHTS; actives 0.52% (n = 290,000); Dual specificity protein phosphatase 3 (Homo sapiens), P51452; recombinant VHR phosphatase, pNPP absorbance; inhibition, % at 13.3 µM; AID 1654, 2009; in the data active means inhibition above about 50%; further: some compounds called inactive have numbers as strong as hits
3CLpro inhibitor: SARS-CoV 3CLpro protease inhibitors, primary screen, biochemical, quenched FRET | actives 0.14% (n = 290,000) | Replicase polyprotein 1ab (Severe acute respiratory syndrome coronavirus), P0C6X7 | inhibition, % at 6 µM | recombinant SARS-CoV 3CLpro, quenched FRET peptide cleavage | AID 1706, 2009; in the data active means inhibition above about 12%
Y pestis TopoI: Yersinia pestis topoisomerase I inhibitors, primary screen, biochemical, cleavage product accumulation, plate reader, single point; Y. pestis Topo-I cleavage product accumulation; activity, % at 10 µM; actives 0.064% (n = 360,000); in the data active means activity above about 50%, passing the limit was not always enough; further: inactives centre near 2
TcdB inh: TcdB glycohydrolase inhibitors, primary screen, biochemical, single point, plate reader; Toxin B (Clostridioides difficile), P18177; TcdB glycohydrolase enzymatic assay; inhibition, % at 9.99 µM; actives 0.24% (n = 350,000); AID 652162, 2013; in the data active means inhibition above about 10%
BH1578 lux ind: inducers of Vibrio cholerae quorum light production without autoinducers, primary screen, BH1578 luxS cqsA deficient, single point; V. cholerae BH1578 lux reporter, luminescence, 6 h; activation, % at 18.7 µM; actives 0.16% (n = 350,000); AID 588436, 2011; in the data active means activation mostly above about 9.7%, no sharp cut-off; further: not every result past the cut was called active; inactives centre near 0; reference of the scale not given here
Rv3671c protease: Rv3671c serine protease inhibitors, primary screen, biochemical, fluorescence polarization, M. tuberculosis H37Rv | P9WHR9 | inhibition, % at 5.96 µM | actives 0.048% (n = 320,000); in the data active means inhibition above about 38%;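 further: extracellular domain of Rv3671c used as enzyme; 0% = enzyme with DMSO and 100% = no enzyme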
Numbers without * were called inactive; i = inactive; . = not tested or not shown; & = joins results of further samples. An excerpt; rates above refer to the full screens.

1) C/C(=N\N=C(N)N)c1ccccc1
2) N#C/C(=C\c1ccc(OCc2ccccc2)cc1)C(=O)Nc1nc2c(s1)CCN(Cc1ccccc1)C2
3) CC(C(=O)Nc1ccccn1)N1C(=O)C2C3C=CC(C3)C2C1=O (centres undefined)
4) Cc1ccc(-c2cc(C(=O)Nc3cccc(S(=O)(=O)N(C)C)c3)c3ccccc3n2)o1
5) O=C(NC1CCCc2ccccc21)c1ccc([N+](=O)[O-])cc1 (centres undefined)
6) COc1ccc(NS(=O)(=O)c2ccc(N3CCOCC3)c(NC(=O)C(C)C)c2)cc1
7) CC(=O)NC1C(=O)N=C(SCC(=O)NC(C)c2ccccc2)NC1=O (centres undefined)
8) O=C(NCc1ccccc1)NC(=O)c1ccc(Cl)cc1

Compound | 1 | 2 | 3 | 4 | 5 | 6 | 7 | 8
PriA SSB inh | . | 3 | -13 | -10 | 4 | -9 | -1 | 15
PfHsp40 rescue | -0.8 | 0.3 | 0.7 | 2.2 | -1.1 | 0.1 | -0.7 | -1.0
Anthrax LF inh2 | -3 | -3 | -5 | 8 | 7 | -5 | 3 | 0
MazEF act | 3 | -168 | 0 | 2 | 6 | -3 | 3 | -22
TcdB inh | -0.3 | . | . | 0.5 | 1.1 | 2.4 | -2.6 | 0.5
BH1578 lux ind | i | i | -0.1 | -0.2 | -10 | 0.3 | -5.0 | -1.6
VHR inh abs | 17 | -25 | 3 | -2 | 21 | 7 | 3 | 22
Rv3671c protease | -3 | -1 | -8 | -47 | -4 | -3 | -1 | -2
Y pestis TopoI | -3 | 0 | -4 | 6 | 7 | -4 | 6 | -3
3CLpro inhibitor | -6 | 7 | 7 | -5 | -1 | -1 | 0 | -1

9) Cn1c(=O)c2c(c3ccccc31)OC(C)(C)CC2
10) COc1ccc(/C=C/C(=O)OCC(=O)Nc2ccc(C)cc2)cc1S(=O)(=O)N1CCOCC1
11) Cc1ccc(S(=O)(=O)N2CCOCC2)cc1NC(=O)COc1ccccc1Cc1ccccc1
12) CCOC(=O)CSc1nnc(CNC(=O)c2ccc(S(=O)(=O)N(C)C)cc2)n1C
13) O=S1(=O)N=C2CCCCCN2C(c2ccc(Cl)cc2)N1 (centres undefined)
14) CCCNC(=O)NC1C(NC(=O)NCCC)N(C)C(=O)N1C (centres undefined)
15) Cc1sc2nc(N3CCOCC3)[nH]c(=O)c2c1-c1ccccc1
16) Cc1sc2ncnc(N3CCC(C(=O)Oc4cccc(Cl)c4Cl)CC3)c2c1C

Compound | 9 | 10 | 11 | 12 | 13 | 14 | 15 | 16
PriA SSB inh | 4 | -7 | 6 | -6&-21 | -5 | 2 | 14 | -2
PfHsp40 rescue | -1.3 | -0.4 | -0.7 | -1.6 | -0.6 | 0.2 | -1.0 | 1.2
Anthrax LF inh2 | -2 | 4 | -5 | -2 | -4 | -3 | -1 | -4
MazEF act | 1 | -2 | -8 | 5 | 0 | -30 | 12 | -15
TcdB inh | 0.5 | 1.5 | 0.2 | 0.1 | 0.5 | . | 0.6 | -1.7
BH1578 lux ind | i | -0.4 | i | -2.9 | -0.3 | i | i | i
VHR inh abs | -6 | 2 | . | 14 | 12 | -1 | 27 | 26
Rv3671c protease | -3 | -13 | -6 | -8 | -6 | 6 | -1 | -6
Y pestis TopoI | -6 | 17 | 30 | -3 | 2 | 6 | 1 | -3
3CLpro inhibitor | 8 | 0 | . | 4 | 0 | 3 | -1 | 0

17) CCCCn1c(SCc2nc3ccccc3s2)nc2ccccc2c1=O
18) CCc1cccc(CC)c1NC(=O)c1ccc(-n2cncn2)nc1
19) CCCCN(C)Cc1c(C)[nH]c2ccc(C)cc2c1=O
20) CC(C)CN(CC(C)C)C(=O)CS(=O)(=O)Cc1ccccc1
21) CSc1ccc(C2NC(=O)c3ccccc3N2)cc1 (centres undefined)
22) COc1ccc(C2C(C(=O)N3CCOCC3)=C(C)NC3=C2C(=O)CC(C)(C)C3)cc1O (centres undefined)
23) COC(=O)C1CCN(C(=O)Cc2ccccc2OC)CC1
24) CN(C)S(=O)(=O)Oc1ccccc1C(=O)Nc1cccc(C(F)(F)F)c1

Compound | 17 | 18 | 19 | 20 | 21 | 22 | 23 | 24
PriA SSB inh | 2 | -20 | -20 | -5 | -11 | -6 | -12 | -28
PfHsp40 rescue | -1.6 | -0.4 | -1.1 | 0.6 | 0.2 | 4.1 | -0.3 | -1.1
Anthrax LF inh2 | -1 | 0 | 5 | 0 | -3 | -2 | -3 | -2
MazEF act | -18 | -13 | -2 | 1 | -3 | 2 | -19 | 3
TcdB inh | . | -4.3 | . | . | 1.4 | . | -0.3 | .
BH1578 lux ind | -0.9 | -0.4 | -0.4 | i | -0.5 | i | i | -0.3
VHR inh abs | 17 | 17 | 7 | -16 | . | 0 | 1 | 36
Rv3671c protease | 10 | -6 | 6 | 3 | 4 | 2 | 1 | -4
Y pestis TopoI | 1 | 46 | -2 | 7 | 1 | -10 | 2 | 3
3CLpro inhibitor | 1 | 3 | -3 | 2 | . | -4 | -1 | 0

25) COc1ccc(-c2oc(NC(=O)CCl)c(C#N)c2-c2ccc(OC)cc2)cc1
26) COc1cc(NC(=S)N2CCOCC2)c(OC)cc1Cl
27) Cc1ccc(S(=O)(=O)Nc2cccc(-n3cnnn3)c2)cc1C(=O)O
28) CCN(Cc1ccccc1)C(c1ccc(Cl)cc1)c1nnnn1C(C)(C)C (centres undefined)
29) CCCCn1c(N)c(N(CC(C)C)C(=O)c2ccc(Br)s2)c(=O)[nH]c1=O
30) Cc1nc(-c2ccc(Cl)cc2)sc1C(=O)NNC(=O)C(C)C
31) O=C1NC2(CCCCCC2)C(=O)N1Cc1cccc(Cl)c1
32) COc1cc(CC(=O)OCC(=O)c2ccc(F)cc2)cc(OC)c1OC

Compound | 25 | 26 | 27 | 28 | 29 | 30 | 31 | 32
PriA SSB inh | 9 | 3 | 0 | -1 | -1 | 4 | -6 | -5
PfHsp40 rescue | 0.5 | -1.1 | -0.8 | -0.7 | 0.4 | . | 1.4 | 0.6
Anthrax LF inh2 | -3 | 2 | -3 | -6 | -1 | . | 1 | -6
MazEF act | 4 | 0 | -1 | -11 | 3 | 6 | -3 | 3
TcdB inh | . | 1.4 | 0.5 | . | 0.7 | 0.9 | 1.1 | 0.8
BH1578 lux ind | -6.7 | i | -1.7 | . | i | -1.1 | i | -7.1
VHR inh abs | 16 | 6 | -20 | 19 | 6 | 29 | 2 | .
Rv3671c protease | 29 | 1 | 1 | -12 | -9 | 0 | 2 | 4
Y pestis TopoI | 2 | 2 | -3 | -9 | -2 | -4 | -1 | 6
3CLpro inhibitor | -1 | -3 | -2 | -2 | -2 | -3 | 1 | .

33) c1ccc(CC[C@@H]2CC[C@@H](CCc3ccccc3)N2)cc1
34) COc1ccc(-c2nnc3ccc(SCc4ccccc4)nn23)cc1
35) N#Cc1ccc(OCC(=O)Nc2ccc(N3CCCC3)cc2)cc1
36) CC#CCCc1nc2ccccc2c(=O)n1N
37) O=C(CSc1nnc(COc2cccc3ccccc23)o1)N1CCN(C(=O)c2ccco2)CC1
38) CC1CCN(C(=O)C2CCN(c3ncnc4c3nc3n4CCCCC3)CC2)CC1
39) O=C1c2ccccc2C(=O)N1CCC(c1ccc(F)cc1)c1ccco1 (centres undefined)
40) COCCCN(C(=O)Cc1ccc(Cl)c(Cl)c1)c1c(N)n(Cc2ccccc2)c(=O)[nH]c1=O

Compound | 33 | 34 | 35 | 36 | 37 | 38 | 39 | 40
PriA SSB inh | 3 | -6 | 6 | -10 | -5 | -1 | -9 | -13
PfHsp40 rescue | -0.1 | 1.0 | -1.9 | -0.3 | 1.4 | 0.5 | -1.3 | -0.1
Anthrax LF inh2 | -4 | 4 | -14 | -3 | -12 | -1 | -9 | -2
MazEF act | 2 | 7 | 5 | 2 | 3 | -12 | 2 | 2
TcdB inh | 0.3 | 2.1 | 0.6 | . | . | 1.6 | . | 1.7
BH1578 lux ind | -1.7 | -0.3 | 0.4 | i | -5.0 | -0.5 | -0.1 | i
VHR inh abs | . | 3 | . | 7 | 18 | 11 | -16 | -3
Rv3671c protease | 15 | -4 | -4 | -13 | -3 | -4 | -11 | 1
Y pestis TopoI | 3 | -6 | -9 | -6 | 2 | 25 | 4 | 2
3CLpro inhibitor | . | 1 | . | 0 | 1 | -3 | 0 | 3

41) CCOc1ccc(Oc2c(/C=N/NC(=O)COc3ccccc3OC)c(C)nn2-c2ccccc2)cc1
42) COc1ccccc1N(C)S(=O)(=O)c1ccc(C(=O)Nc2cccc(S(=O)(=O)N3CCOCC3)c2)cc1
43) COc1ccc(N2C(=O)NC(=O)C(CCc3ccncc3)(CCc3ccncc3)C2=O)cc1
44) O=C(COc1ccc(Br)cc1CO)Nc1ccc(S(=O)(=O)N2CCCC2)cc1
45) O=c1[nH]c2ccc(S(=O)(=O)Nc3ccc(Cl)cc3)cc2[nH]1
46) COc1cccc(/C=C/C(=O)OCC(=O)NCC2CCCO2)c1 (centres undefined)
47) CCCCCn1c(CNC(=O)COC)nc2ccccc21

Compound | 41 | 42 | 43 | 44 | 45 | 46 | 47
PriA SSB inh | . | 0 | -4 | -6 | -7 | -2 | -7
PfHsp40 rescue | 14 | 2.4 | 1.2 | 0.4 | -0.8 | -1.5 | 0.4
Anthrax LF inh2 | -1 | -7 | -4 | -11 | -10 | -3 | -2
MazEF act | -9 | 2 | -5 | -1 | 1 | 5 | -1
TcdB inh | . | 1.0 | . | 1.4 | 0.1 | . | .
BH1578 lux ind | -0.3 | i | -0.4 | i | i | -0.2 | 0.4
VHR inh abs | 4 | . | 9 | . | -12 | -2 | 16
Rv3671c protease | -35 | . | -13 | . | -3 | 2 | -4
Y pestis TopoI | 35 | 10 | 3 | 18 | -1 | -7 | 0
3CLpro inhibitor | -4 | . | -3 | . | 5 | 4 | 0

Compound activity as filed in PubChem.
